MrgX1 ag: activates human MrgX1 receptor signaling | Q96LB2 | MrgX1-HEK293 cells, Fluo-4 calcium fluorescence, agonist mode; stronger effect = higher value | B-score at 10 µM | 310,000 compounds, 0.44% hits | AID 588627;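 active means calcium response B-score plate-corrected fluorescence ratio at least 3 library SD, with starting fluorescence B-score inside 5 SD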
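Test system: HEK293 cells stably expressing human MrgX1 receptor; amount: 15,000 cells per well; doses: compound delivered in addition one of three; times: overnight plating before 1 h dye loading; detection: Fluo-4 NW calcium-flux fluorescence, kinetic read; read-out basis: B-scored fluorescence response ratio; controls: positive and negative controls per plate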
TRPC6 act: activates the mouse TRPC6 cation channel. HEK293-TRPC6 membrane potential dye fluorescence; stronger effect = higher value. B-score at 10 µM. 310,000 compounds, 0.13% hits;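 active means B-score of the integrated fluorescence ratio above library mean plus 3 SD, and starting fluorescence ratio within library mean plus 5 SD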;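 further: higher score means more depolarization so channel activation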
Target sequence (Q61143 whole entry, looked up): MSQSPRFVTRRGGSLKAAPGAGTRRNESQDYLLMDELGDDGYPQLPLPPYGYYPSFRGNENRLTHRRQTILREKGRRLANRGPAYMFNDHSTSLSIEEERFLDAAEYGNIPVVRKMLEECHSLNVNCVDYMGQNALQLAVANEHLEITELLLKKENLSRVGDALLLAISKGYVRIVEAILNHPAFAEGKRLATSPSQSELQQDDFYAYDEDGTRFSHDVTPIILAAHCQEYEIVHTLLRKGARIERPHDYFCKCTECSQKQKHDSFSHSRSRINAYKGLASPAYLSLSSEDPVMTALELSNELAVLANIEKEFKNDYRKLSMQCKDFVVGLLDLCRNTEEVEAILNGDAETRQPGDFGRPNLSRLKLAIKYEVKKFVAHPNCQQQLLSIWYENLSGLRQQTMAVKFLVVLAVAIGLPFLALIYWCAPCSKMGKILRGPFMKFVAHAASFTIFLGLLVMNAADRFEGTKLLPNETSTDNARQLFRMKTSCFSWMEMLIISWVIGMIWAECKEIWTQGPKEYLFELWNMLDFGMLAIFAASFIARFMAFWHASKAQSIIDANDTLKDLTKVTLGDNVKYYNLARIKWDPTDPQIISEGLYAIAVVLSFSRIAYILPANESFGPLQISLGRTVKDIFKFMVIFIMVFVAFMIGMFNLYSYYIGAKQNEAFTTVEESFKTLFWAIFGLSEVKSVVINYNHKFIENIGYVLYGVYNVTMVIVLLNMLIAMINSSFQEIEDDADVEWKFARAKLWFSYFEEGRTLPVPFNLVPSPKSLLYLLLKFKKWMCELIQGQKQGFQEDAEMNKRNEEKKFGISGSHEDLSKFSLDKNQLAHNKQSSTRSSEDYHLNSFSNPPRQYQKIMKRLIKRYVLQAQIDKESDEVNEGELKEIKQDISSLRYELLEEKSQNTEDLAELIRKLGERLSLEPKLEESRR
TMEM16A inh: inhibitors of mouse TMEM16A calcium-activated chloride channel; Q8BHY3; HEK293 TMEM16A/YFP iodide influx fluorescence, ionomycin; normalized B-score (activity score, 25-100; higher = stronger inhibition) at 10 µM; 310,000 compounds, 1.2% hits; AID 588511;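 active means ratio plate-corrected score three or more library SD toward inhibition, starting fluorescence score within five deviations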;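 further: score derived from kinetic fluorescence span divided by baseline fluorescence per well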
TMEM16A act: activates or potentiates the mouse TMEM16A chloride channel. B-score at 10 µM. Q8BHY3. 340,000 compounds, 0.3% hits. AID 623877. HEK293 TMEM16A/YFP-H148Q/I152L, iodide quench fluorescence; stronger effect = lower value;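 active means fluorescence-ratio B-score plate-corrected deviation score at least 3 library SD below zero, with starting fluorescence score within 5 deviations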;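 further: channel opened by trigger with iodide after compound preincubation; score built on the fluorescence ratio of max minus min over baseline; more negative score means more quench and so TMEM16A activation or potentiation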
RGS4 inh: human RGS4 inhibition; P49798; HEK293 M3R/RGS4 inducible, Fluo-4 calcium flux; stronger effect = higher value; triggered by carbachol at its EC20; B-score at 10 µM; 310,000 compounds, 0.45% hits; AID 463165;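 active means B-score, a plate-corrected calcium signal, over three deviations above library mean, with baseline fluorescence within five deviations of library mean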;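 further: RGS4 expression induced by doxycycline in cells with stable M3 receptor; B-score is computed from the integrated fluorescence ratio over baseline after carbachol; higher B-score means a larger calcium signal and so more RGS4 inhibition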
MrgX1 antag: human MrgX1 receptor antagonism, primary screen. Q96LB2. MRGX1-HEK293 calcium flux, Fluo-4, BAM8-22 antagonism; stronger effect = lower value. B-score at 10 µM. 310,000 compounds, 1.3% hits. AID 588676;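 active means calcium-response B-score plate-corrected more than 3 library SD below zero, starting fluorescence within 5 deviations, no agonist response on first addition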;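 further: peak minus trough fluorescence over baseline after final BAM8-22 challenge near maximal dose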
TRPC6 inhibitor: blocks the mouse TRPC6 cation channel; Q61143; HEK293-TRPC6, membrane potential dye, ACh-evoked depolarization; stronger effect = lower value; B-score at 10 µM; 310,000 compounds, 1.1% hits;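 active means B-score under library mean minus 3 SD, initial fluorescence not abnormally high, positive integrated signal ratio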;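 further: B-score derived from integrated fluorescence ratio over the kinetic read; more negative B-score means stronger inhibition of depolarization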
TRPC4 act: opens the mouse TRPC4 cation channel; AID 2237; Q9QUQ5; HEK293 TRPC4beta/mu-opioid, Fluo4 calcium fluorescence; stronger effect = higher value; B-score at 10 µM; 310,000 compounds, 0.49% hits;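 active means B-score above 5 SD of library B-scores, and initial fluorescence ratio not above library mean plus 5 SD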;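 further: positive B-score marks a calcium rise read as TRPC4 activation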
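Material: TRPC4beta and mu-opioid receptor HEK293 stable cells | Incubation: 45 min room-temperature Fluo4 loading, 110 s read | Detection: Kinetic Fluo4 calcium fluorescence | Measure: Integrated baseline-normalised fluorescence ratio, converted to per-well B score | Benchmarks: Low control buffer alone, high control maximal DAMGO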
TRPC4 block: inhibitors of mouse TRPC4 channel; 300,000 compounds, 0.39% hits; B-score at 10 µM; AID 2247; Q9QUQ5; HEK293 TRPC4beta/mu-opioid, DAMGO-evoked Fluo4 calcium flux; stronger effect = lower value;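 active means B-score over 3 SD under the library average, no early fluorescence shift, positive overall ratio signal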
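Assay system: HEK293 cells with stable TRPC4beta plus mu-opioid receptor expression; Probe or stimulus: DAMGO in two steps, submaximal then maximal; Dosing: single-point compound dosing; Measured by: Fluo4 calcium-dye fluorescence, kinetic read; Read-out basis: B score from integrated Fluo4 fluorescence ratio.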
TRPC4 potent: TRPC4 (mouse) allosteric potentiation | HEK293 TRPC4beta/mu-opioid, DAMGO EC20, Fluo-4 Ca2+ flux; stronger effect = higher value | B-score at 10 µM | 310,000 compounds, 0.42% hits | AID 2227;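 active means B-score of calcium response area above 5 SD of library B-scores, with initial fluorescence ratio within 5 SD of library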;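 further: B-score of integrated fluorescence ratio over time as area under calcium response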
MrgX1 PAM: allosterically activates human MrgX1 receptor signaling. Q96LB2. MrgX1-HEK293, Fluo-4 calcium flux, FDSS; stronger effect = higher value. B-score at 10 µM. 310,000 compounds, 0.63% hits;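 active means plate-corrected calcium response at least 3 library SD above typical, normal starting fluorescence, not activating the receptor alone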;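 further: compound read alongside a low EC10 to EC30 dose of BAM8-22 agonist; peak minus trough fluorescence over baseline measured at the second addition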
The depositor's hits bear a star; i = inactive; nt = not tested or not shown.

SMILES | MrgX1 ag | TRPC6 act | TMEM16A inh | TMEM16A act | RGS4 inh | MrgX1 antag | TRPC6 inhibitor | TRPC4 act | TRPC4 block | TRPC4 potent | MrgX1 PAM
C=C(C)CC(c1ccccc1)N(C(C)=O)c1ccco1 (stereo not given) | i | i | i | i | i | i | i | i | i | i | i
Cc1ccc(S(=O)(=O)N/N=C/c2cccc([N+](=O)[O-])c2)cc1 | i | i | i | i | i | i | i | i | i | i | i
COc1ccc(/C=C/C(=O)c2sc(-c3ccccc3)nc2C)cc1 | i | i | i | i | i | i | i | i | i | i | i
CCN(CC)C(=O)CSC1=Nc2ccccc2C2=NC(c3ccccc3)C(=O)N12 (stereo not given) | i | i | i | i | i | i | i | i | i | i | i
COc1ccc(Nc2nc(N)nc(CSc3nc(C)cc(C)n3)n2)cc1 | i | i | i | i | i | i | i | i | i | i | i
CC(=O)Oc1c(S(=O)(=O)c2ccc(C)cc2)c(C)nn1C(C)(C)C | i | i | i | i | i | i | i | i | i | i | i
COCCCNC(=O)Cn1nnc(-c2ccc(NC(=O)c3cccnc3)cc2)n1 | i | i | i | nt | i | i | i | i | i | i | i
CCCn1nnc(NC(=O)c2ccc(Br)o2)n1 | i | i | i | i | i | i | i | i | i | i | i
OC[C@H]1O[C@H](OC[C@H]2OC(O)[C@H](O)[C@@H](O)[C@@H]2O)[C@H](O)[C@@H](O)[C@@H]1O (stereo not given in full) | i | nt | i | i | nt | i | nt | nt | nt | nt | i
CCCCN1CC[C@H]2C=CC[C@@H](C(=O)Nc3ccccc3)[C@H]2C1=O | i | i | i | i | i | i | i | i | i | i | i
Cc1ccc(NC(=O)c2c3c(nc4ccccc24)CCC3)cc1 | i | i | i | i | i | i | i | i | i | i | i
CC(=O)N1CCc2cc(S(=O)(=O)NC(CC(C)C)C(=O)Nc3ccc4c(c3)OCCO4)ccc21 (stereo not given) | i | nt | i | i | nt | i | nt | nt | nt | nt | i
Cc1noc(C)c1S(=O)(=O)NC1CCN(Cc2ccccc2)CC1 | i | i | i | i | i | i | i | i | i | i | i
COc1ccc(/C=C(\C#N)C(=O)OCC(=O)N(C)C2CCS(=O)(=O)C2)cc1 (stereo not given) | i | i | i | i | i | i | i | i | i | i | i
Cc1cc(C(F)(F)F)nn1CC(=O)N1CCCCC1C (stereo not given) | i | i | i | i | i | i | i | i | i | i | i
CCC(=O)Nc1nc2c(OC)ccc(OC)c2s1 | i | i | i | i | i | i | i | i | i | i | i
COc1cc(C2CC(=O)c3c(O)cc(O)cc3O2)ccc1O (stereo not given) | i | i | i | i | i | i | i | i | i | i | i
CCC(=O)NC(C)C(c1cccs1)N1CCN(c2ccccc2)CC1 (stereo not given) | i | i | i | i | i | i | i | 119* | i | i | i
O=C(NCCc1nnc2ccc(N3CCCCCC3)nn12)c1ccccc1F | i | i | i | i | i | i | i | i | i | i | i
CC(c1ccon1)N(C)Cc1cn[nH]c1-c1ccc(-c2ccccc2)cc1 (stereo not given) | i | i | i | i | i | i | i | i | i | i | i
NC(=O)c1nsc(C(=O)N(Cc2ccc(F)cc2)C(C(=O)NCC2CCCO2)c2ccc(F)cc2)c1N (stereo not given) | i | i | i | i | i | i | i | i | -7* | i | i
CC(C)(C)c1sc(N)nc1-c1ccccc1 | i | i | i | i | i | i | i | i | i | i | i
Cc1cc(C)cc(OCC(=O)Nc2nc(-c3cccnc3)cs2)c1 | i | i | i | i | i | i | i | i | i | i | i
CCOc1ccc(-c2nnc(-c3ccco3)o2)cc1 | i | i | i | i | i | i | i | i | i | i | i
O=C(Nc1ccc2c(c1)OCO2)C1CC(c2c(F)cccc2Cl)=NO1 (stereo not given) | i | i | i | i | i | i | i | i | i | i | i
O=C(CSCc1ccccc1)Nc1ccccc1 | i | i | i | i | i | i | i | i | i | i | i
Cc1ccc(N(C)S(=O)(=O)c2nnc(NC(=O)c3ccco3)s2)cc1 | i | i | i | i | i | i | i | i | i | i | i
O=C(c1ccco1)N1CCN(C(=O)c2cc3c(s2)-c2ccccc2OC3)CC1 | i | i | i | i | i | i | i | i | i | i | i
Cc1csc(Nc2ccc(C(=O)O)cc2)n1 | i | i | i | i | i | i | i | i | i | i | i
Cc1cccc(OCc2occc2C(=O)Nc2cccc(-n3cnnn3)c2)c1 | i | i | i | i | i | i | i | i | i | i | i
CC1=C/C(=N\NC(=S)NCCc2ccccc2)CC(C)(C)C1 | i | i | i | i | i | i | i | i | i | i | i
Nc1nc(-c2ccccc2)nn1C(=O)Cc1ccccc1 | i | i | i | i | i | i | i | i | i | i | i
O=C(c1cnn2cccnc12)N1CCN(Cc2ccc3c(c2)OCO3)CC1 | i | i | i | i | i | i | i | i | i | i | i
O=S(=O)(NCc1csc(-c2cccs2)n1)c1cccs1 | i | i | i | i | i | i | i | i | i | i | i
OCCN1CCOCCN(CCO)CCN(CCO)CC1 | i | i | i | i | i | i | i | i | i | i | i
Cc1ccc2c(Cl)c(C(=O)NCCCn3ccnc3)sc2c1 | i | i | i | i | i | i | i | i | i | i | i
Cc1ccc(C(=O)O)cc1-c1ccc(C=C2C(=O)c3ccccc3C2=O)o1 | 41.5* | i | i | i | i | i | i | i | i | i | i
COC(=O)c1ccccc1NC(=O)c1ccc(-c2cccc(Cl)c2)o1 | i | i | i | i | i | i | i | i | i | i | i
COc1ccc(-n2c(SCC(=O)Nc3cc(C)on3)nc3c(c2=O)SCC3)cc1 | i | i | i | i | i | -4.59* | i | i | i | i | i
CCNC(=S)N1CCC(C(O)(c2ccccc2)c2ccccc2)CC1 | i | i | i | i | i | i | i | 100* | -6* | i | i
Cc1nc(-c2ccc(F)cc2)c(CC(=O)N2CCN(S(=O)(=O)c3ccc(F)cc3)CC2)s1 | i | i | i | i | i | i | i | i | i | i | i
Cc1cccc(-c2cc(C(=O)Nc3c(C)n(C)n(-c4ccccc4)c3=O)c3ccccc3n2)c1 | i | i | i | i | i | i | i | i | i | i | 6.58*
CCOc1ccc(C(=O)Nc2cccc(C)n2)cc1 | i | i | i | i | i | i | i | i | i | i | i
O=C(Nc1ccc2nc3n(c(=O)c2c1)CCCC3)c1cncc(Br)c1 | i | i | i | i | i | i | i | i | i | i | i
CC(=O)Oc1ccccc1C1C[C@]2(C)CC(=O)NC2N1C(C)=O (stereo not given in full) | i | i | i | i | i | i | i | i | i | i | i
O=C(CSc1cn(CCNC(=O)c2ccccc2)c2ccccc12)NCc1ccco1 | i | i | i | i | i | i | i | i | i | i | i
COc1ccc(NC2CCCN(C(=O)c3cn(C)c4ccccc34)C2)cc1 (stereo not given) | i | i | i | i | i | i | i | i | i | i | i
C=CCN(c1cccc(C(F)(F)F)c1)S(=O)(=O)c1cccc(C(=O)OCC(=O)NC(N)=O)c1 | i | i | i | i | i | i | i | i | i | i | i
COc1cc(NC(=O)c2cccs2)c(OC)cc1NC(=O)CCC(=O)Nc1ccc2ncccc2c1 | nt | i | nt | i | i | nt | i | i | i | i | nt
O=C(OCC(=O)N1CCN(c2ccccc2)CC1)c1ccc(O)cc1O | i | i | i | i | i | i | i | i | i | i | i
Cc1nc2cc(C(F)(F)F)ccc2n1C1CCN(C(=O)N2CCOCC2)CC1 | i | i | i | i | i | i | i | i | i | i | i
CCC(=O)N1CCc2cc(S(=O)(=O)NC(Cc3ccccc3)C(=O)O)ccc21 (stereo not given) | i | i | i | i | i | i | i | i | i | i | i
COc1ccc(C(=O)COC(=O)CCN=C2NS(=O)(=O)c3ccccc32)cc1OC | i | i | i | i | i | i | i | i | i | i | i
CC(=O)Nc1ccc(N(CC(=O)NCC2CCCO2)C(=O)CCC(=O)Nc2cc(C)on2)cc1 (stereo not given) | i | i | i | i | i | i | i | i | i | i | i
COCCn1c(N2CCN(c3ccc(OC)cc3)CC2)nc2c1c(=O)n(C)c(=O)n2C | i | i | i | i | i | i | i | i | i | i | i
COc1ccc(C(CNC(=O)c2ccc(NS(=O)(=O)c3ccc(F)c(C)c3)cc2)N2CCOCC2)cc1 (stereo not given) | i | i | i | i | i | i | i | i | i | i | i
Cc1cc(C)c(NC(=O)CN2C(=O)NC(CCc3ccccc3)C2=O)c(C)c1 (stereo not given) | i | i | i | i | i | i | i | i | i | i | i
COc1cccc(/C=C2\SC(=S)N(c3cccnc3)C2=O)c1OC | i | i | i | i | i | i | i | i | i | i | i
O=C(Nc1nc(-c2cc(F)ccc2F)cs1)c1cccc(N2C(=O)CCC2=O)c1 | i | i | i | i | i | i | i | i | i | i | i
Cc1cccnc1NC(=O)Nc1cccs1 | i | i | i | i | i | i | i | i | i | i | i

Next results:
SMILES | MrgX1 ag | TRPC6 act | TMEM16A inh | TMEM16A act | RGS4 inh | MrgX1 antag | TRPC6 inhibitor | TRPC4 act | TRPC4 block | TRPC4 potent | MrgX1 PAM
O=C1c2[nH]nc(-c3ccccc3O)c2C(c2cccc(Cl)c2)N1Cc1ccco1 (stereo not given) | i | i | i | i | 8.08* | i | i | i | i | i | i
COc1ccc(/C=N/NC(=O)CN(Cc2ccccc2)S(=O)(=O)c2ccc3c(c2)OCCO3)cc1 | i | i | i | i | i | -6.19* | i | i | i | i | i
Cc1cccnc1CCNC(=O)CCc1nnc(-c2ccccc2)o1 | i | i | i | i | i | i | i | i | i | i | i
CC(C)(Oc1ccc(Cl)cc1)C(=O)OCc1nc2ccsc2c(=O)[nH]1 | i | i | i | i | i | i | i | i | i | i | i
O=C(c1ccco1)N1CCN(C(=O)c2ccc(Cn3cc(Br)cn3)o2)CC1 | i | i | i | i | i | i | i | i | i | i | i
C=CCNc1cnn(-c2ccc(C)cc2)c(=O)c1Cl | i | i | i | i | i | i | i | i | i | i | i
